# Screens (PubChem BioAssay)
# CHOP UPR activ = activators of apoptotic CHOP UPR arm, primary screen, cell-based, CHO-CHOP luciferase reporter, luminescence, uHTS. hit rate 0.34% among 330,000. UPR activation; percent of tunicamycin response over DMSO baseline. activation, % at 10 µM;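 active = at 10 µM dose, activation of 40% or more, normalized to positive control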;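 also: 100% = tunicamycin at 10 µg/mL and 0% = DMSO alone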
#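 Dosing – one dose, 10 µM in 0.5% DMSO · System – CHO-CHOP cells, stable luciferase reporter of PERK-eIF2a-CHOP signalling · Input – 500 cells/well · Control set – tunicamycin 10 µg/mL final as positive, DMSO-only wells as negative · Timing – 6 h compound treatment, 37 °C · Measure – % activation vs tunicamycin · Technique – luminescence read with Steady-Glo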
# NALP3 yeast inh = NALP3 inflammasome inhibitors in reconstituted yeast, primary screen, luminescence, uHTS; inhibition, % at 10 µM; hit rate 0.39% among 330,000; AID 2825, 2010; Yeast reconstituted NLRP3/ASC/caspase-1, beta-gal luminescence, 24 h;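 active = inhibition of 50% or more; inactive = inhibition below 50%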;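 also: plate controls were induced DMSO wells for no effect and uninduced yeast grown without galactose for full effect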
# tim23-1 inh = growth inhibitors of tim23-1 mutant yeast, primary screen, luminescence, uHTS; S. cerevisiae tim23-1 growth, BacTiter-Glo luminescence, 24 h; inhibition, % at 20 µM; hit rate 1.3% among 330,000; AID 463212, 2010;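 active = growth inhibition of the mutant yeast at or above 50%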;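 also: temperature-sensitive mutant grown at 25 °C; plate controls were DMSO-treated mutant yeast for no effect and medium wells lacking yeast for full effect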
# TIM10 inh = growth inhibitors of isogenic TIM10 control yeast, primary screen, counter-screen for tim10-1 yeast inhibitor project, luminescence, uHTS; S. cerevisiae TIM10 strain growth, BacTiter-Glo luminescence, 24 h; inhibition, % at 10 µM; hit rate 1.4% among 330,000;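 active = inhibition of 40% or more at the single tested concentration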;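 also: wild-type TIM10 isogenic control strain grown at permissive 25 °C; 0% = DMSO yeast wells and 100% = minimal medium wells without yeast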
# GRIN3A LBD mod = binders of NR3A ligand-binding domain, primary screen, biophysical, differential scanning fluorimetry, uHTS; Glutamate receptor ionotropic, NMDA 3A (GRIN3A) ligand-binding domain; NR3A LBD differential scanning fluorimetry, Tm shift; 0% = protein alone, 100% = glycine-bound protein; Tm shift relative to glycine control, % at 25 µM; hit rate 2.5% among 340,000;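 active = melting temperature shift of at least 10% of the positive control shift, at one fixed dose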
# APJ agonist = agonists of human apelin receptor APJ, primary screen, CHO-K1 cells, PathHunter beta-arrestin, luminescence; P35414; 0% DMSO wells, 100% apelin; activation, % at 20 µM; hit rate 0.11% among 330,000;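 active = activation more than six SD over the plate average, tested at 20 µM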;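 also: 0% = DMSO alone and 100% = apelin-13 at 10 nM; some results filed as inactive read as strong as hits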
#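 Material: engineered CHO-K1 APJ arrestin reporter cells; amount: 1000 CHO-K1 reporter cells seeded per well; incubation: compound stimulation 90 min at 25 °C, detection 60 min; signal: luminescent beta-gal fragment complementation, chemiluminescent substrate; read-out basis: APJ agonist activity; controls: DMSO-only wells as negative, 10 nM Apelin-13 as positive control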
# UPR XBP1 act = activators of adaptive XBP1 UPR arm, primary screen, cell-based, CHO-XBP1 luciferase reporter, luminescence, uHTS. IRE1-XBP1 UPR activation; percent of tunicamycin response, DMSO as zero. hit rate 0.33% among 330,000. activation, % at 20 µM;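 active = versus positive control, 20 µM dose yields 30% or more activation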;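 also: 100% = tunicamycin at 10 µg/mL and 0% = DMSO only wells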
#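 Material: CHO cell line with stable XBP1 luciferase reporter; buffer or medium: F12 medium containing 10% fetal bovine serum; compound: single point, 20 µM final compound, 1% DMSO; incubation: 6 h treatment, 37 °C; measured by: glow luminescence from Steady-Glo reagent; evaluation: activation, % of tunicamycin; control set: tunicamycin high, DMSO low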
# Mdm2 MdmX PPI = inhibitors of human Mdm2-MdmX association, primary screen, cell-based, luminescence, split luciferase, SaOS-2, uHTS. Protein Mdm4 (Homo sapiens) + E3 ubiquitin-protein ligase Mdm2 (Homo sapiens), …. SaOS-2 split-luciferase Mdm2/MdmX complementation. inhibition, % at 8 µM. hit rate 3% among 330,000;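 active = inhibition of at least 50% at 8 µM in the primary screen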
# Target sequence (O15151 whole entry, looked up): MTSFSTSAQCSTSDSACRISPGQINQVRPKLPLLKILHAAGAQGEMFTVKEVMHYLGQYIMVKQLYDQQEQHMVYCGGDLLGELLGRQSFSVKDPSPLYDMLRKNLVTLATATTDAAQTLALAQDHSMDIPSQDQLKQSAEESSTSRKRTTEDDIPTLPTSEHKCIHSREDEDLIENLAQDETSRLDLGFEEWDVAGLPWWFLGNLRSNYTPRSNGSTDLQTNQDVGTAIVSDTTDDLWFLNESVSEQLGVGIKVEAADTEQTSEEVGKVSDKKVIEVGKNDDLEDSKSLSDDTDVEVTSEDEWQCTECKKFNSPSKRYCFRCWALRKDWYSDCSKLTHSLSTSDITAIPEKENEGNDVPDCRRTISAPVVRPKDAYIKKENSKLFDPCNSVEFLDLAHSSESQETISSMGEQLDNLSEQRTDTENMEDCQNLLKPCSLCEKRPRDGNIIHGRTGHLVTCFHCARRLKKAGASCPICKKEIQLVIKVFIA
# Target sequence (Q00987 whole entry, looked up): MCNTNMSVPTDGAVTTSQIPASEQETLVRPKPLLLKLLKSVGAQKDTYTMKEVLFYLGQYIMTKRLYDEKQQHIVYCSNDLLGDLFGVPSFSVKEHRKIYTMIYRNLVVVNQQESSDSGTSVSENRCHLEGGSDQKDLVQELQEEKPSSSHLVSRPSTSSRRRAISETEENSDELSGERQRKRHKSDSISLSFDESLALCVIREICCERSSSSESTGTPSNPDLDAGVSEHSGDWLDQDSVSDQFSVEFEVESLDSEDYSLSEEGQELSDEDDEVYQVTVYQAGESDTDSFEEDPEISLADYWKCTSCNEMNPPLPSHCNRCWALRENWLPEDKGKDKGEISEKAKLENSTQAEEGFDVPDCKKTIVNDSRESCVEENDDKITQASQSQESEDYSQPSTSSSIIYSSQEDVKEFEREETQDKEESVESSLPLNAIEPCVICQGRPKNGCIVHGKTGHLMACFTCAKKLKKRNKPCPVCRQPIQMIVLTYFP
# tim10-1 inh = growth inhibitors of tim10-1 mutant yeast, primary screen, luminescence, uHTS; S. cerevisiae tim10-1 ts strain growth, BacTiter-Glo, 24 h; inhibition, % at 20 µM; hit rate 2.2% among 330,000;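 active = inhibition of at least 40%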;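 also: mutant grown at 25 °C; 0% = DMSO wells with yeast and 100% = wells holding no yeast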
# * = called active by the depositor; / = no result given.
# Value order: TIM10 inh	APJ agonist	GRIN3A LBD mod	tim10-1 inh	Mdm2 MdmX PPI	tim23-1 inh	CHOP UPR activ	UPR XBP1 act	NALP3 yeast inh
CCOc1ccc(/C=N/NC(=O)c2ccc(Cn3cc(Br)cn3)o2)cc1
    16	1	0	32	-42	10	3.6	0	7
CCCOc1ccc(C(=O)c2nc3c(n2O)CCCC3)cc1
    16	-5	1	24	-13	5	0.0	1	-26
O=C(CCC(=O)c1ccccc1)Nc1cccnc1
    -13	-1	1	4	7	-2	-2.6	2	8
CCN(CC)C(C)C(=O)Nc1c2c(cc3c1CCC3)CCC2 (stereo unspecified)
    -4	-4	-1	17	-34	8	-0.6	1	10
CCCCn1c(-c2ccoc2C)n[nH]c1=S
    15	-2	-2	30	-2	5	-2.0	1	17
Cc1cc(NC(=O)CSc2nccn2-c2cccc(C)c2C)no1
    7	0	-2	10	17	7	-1.5	-1	17
O=C(C(=O)N1CCN(c2cccc(Cl)c2)CC1)c1cn(CC(=O)N2CCOCC2)c2ccccc12
    0	-1	-1	7	1	9	2.2	-6	1
CC(=O)c1cn(CC(=O)Nc2cccc(C)c2C)c2ccccc12
    1	-2	0	6	10	5	-0.7	-3	3
CCOC(=O)Nc1cc(=O)c2ccccc2o1
    1	-3	0	4	18	10	0.8	0	23
CCOc1[nH]n(-c2ccccc2)c(=O)c1C=NCc1cccnc1
    -2	-2	0	8	16	-2	-1.0	-2	12
COc1cccc(NC(=O)CNC(=O)Cn2cnc3sc(C)c(C)c3c2=O)c1
    3	-4	2	-3	9	-3	0.3	-1	1
COc1ccc(-n2c(SCC(=O)Nc3cccc4ccccc34)nc(O)cc2=O)cc1
    -6	-3	1	-2	13	9	1.1	-3	-22
CC(=O)c1ccc(N(C(=O)CNC(=O)c2ccco2)C(C(=O)NC2CCCC2)c2ccco2)cc1 (stereo unspecified)
    -13	1	0	6	-14	4	0.6	2	8
O=C(NC(NC(=S)Nc1ccccc1C(=O)O)C(Cl)(Cl)Cl)c1cccc([N+](=O)[O-])c1 (stereo unspecified)
    5	-5	16*	14	-24	16	0.4	2	5
CCN1CCN(c2ccc(S(=O)(=O)N3CCOCC3)cc2NC(=O)c2sccc2C)CC1
    9	7	0	-6	0	12	0.0	0	14
Cc1cc(=O)n2[nH]c(N3C(=O)CCC3=O)nc2n1
    10	1	-1	11	-3	11	1.3	-2	2
COc1ccc(-c2csc3ncn(-c4ccccc4OC)c(=O)c23)cc1OC
    18	-3	-2	30	9	29	-0.9	2	2
O=C(CN(c1ccc(Br)cc1)S(=O)(=O)c1ccc(Cl)c([N+](=O)[O-])c1)NCCc1ccccc1
    -4	12	-10	1	34	-7	27	1	-4
COc1ccccc1NC(=O)COC(=O)c1cc2c(s1)CCC2
    2	-3	10	12	27	5	3.1	2	22
O=C(COc1cccc2c1CCNC2=O)Nc1cccc(C(F)(F)F)c1
    4	-2	4	12	47	6	1.6	-3	-1
COc1ccc(C(=O)N/N=C/C(=O)c2ccccc2)cc1
    6	1	3	-1	-54	9	0.3	-8	10
Cc1cc(Nc2ccc(Cl)cc2)nc(N)n1
    -11	3	0	-2	-34	-7	7.4	3	21
CC(=O)Nc1ccc(NC(=O)COC(=O)c2cc(S(=O)(=O)N3CCCC3)ccc2O)cc1
    -1	-3	-5	-10	15	5	0.7	1	3
CCOc1ccc(NC(=O)CN2CCN(c3ccc(F)cc3)CC2)cc1
    -7	-2	-1	21	9	18	-1.1	-4	29
CN1CCN(C(=O)c2cc(Oc3c(F)c(F)c(F)c(F)c3F)cc(C(=O)N3CCN(C)CC3)c2)CC1
    -2	-4	0	19	-26	5	-0.4	0	9
COc1ccc(/C=C2\SC(=O)N(CCC(=O)N(C)C3CCS(=O)(=O)C3)C2=O)cc1 (stereo unspecified)
    2	1	3	14	-26	0	1.1	2	11
Cc1nc(C)c(-c2csc(Nc3cccnc3)n2)s1
    28	-2	-36	27	8	27	1.7	5	4
N#CCSc1nc2ccccc2c(=O)n1-c1ccccc1
    -16	-2	1	21	20	-10	-0.8	1	3
Cc1ccc(S(=O)(=O)n2cc(C=O)c3ccccc32)cc1
    31	1	0	21	16	42	1.5	1	11
Cc1ccc(NC(=O)Nc2ccc3c(c2)OCO3)c(Br)c1
    -21	4	19*	-3	-19	-5	0.1	-5	23
O=C(Nc1ccc(N2CCOCC2)cc1)c1ccncc1
    13	0	0	9	8	8	1.3	1	5
Cc1ccccc1CSCCC(=O)NCCc1ccccc1
    -16	-6	1	17	9	17	0.4	-1	20
Clc1ccccc1-c1ccc(CN2CCN(c3ccccc3)CC2)o1
    16	-2	/	29	-6	11	1.1	-2	21
COC(=O)CNC(=O)C1Nc2ccccc2C2C=CCC12 (stereo unspecified)
    -1	10	-3	-13	2	7	1.5	-1	14
CCCCC1CCCC12NC(=O)NC2=O (stereo unspecified)
    -8	2	1	-4	5	2	-1.8	0	-18
CCOC(=O)c1cccc(NC(=O)C2CCCN(S(=O)(=O)c3cnc[nH]3)C2)c1 (stereo unspecified)
    1	-1	-1	-6	39	0	-0.8	-1	2
CCOC(=O)c1cn(CC(=O)Nc2ccc(OC)cc2OC)nn1
    -5	-5	0	5	-2	21	-0.8	-3	20
O=C(C1c2ccccc2Oc2ccccc21)N1CCN(c2ccc(Cl)cc2)CC1
    33	2	2	30	42	21	-0.2	0	7
CCOc1ccc(N(CC(=O)N2CCCCCC2)S(=O)(=O)c2ccc(C)cc2)cc1
    12	-1	1	35	-31	33	-1.2	-4	19
CC(C)Cn1c(=O)c2ccccc2n2c(SCC(=O)N3c4ccccc4CC3C)nnc12 (stereo unspecified)
    5	-1	20*	23	5	11	2.8	-3	15
CCC(=O)c1ccc(OCC(O)CN2CC(C)OC(C)C2)cc1 (stereo unspecified)
    -2	-1	-1	9	1	2	-0.2	-3	8
Cc1cccc(N2CCN(C(=O)COc3cc4oc(=O)cc(C)c4cc3Cl)CC2)c1C
    -3	-1	-3	15	2	11	0.9	-5	-9
Cc1ccc(-c2nn3c(C)nnc3c3ccccc23)cc1S(=O)(=O)NC(C)(C)CO
    -5	3	-1	23	71*	10	-1.1	0	-1
Cc1cc(S(=O)(=O)N2c3ccc(F)cc3CCC2C)ccc1-n1cnnn1 (stereo unspecified)
    6	-1	-2	-2	4	9	1.8	0	25
Cc1nn(C)c(C)c1C(C)NC(=O)c1cc(COc2ccc(F)c(F)c2)on1 (stereo unspecified)
    5	-3	-2	9	-61	14	3.8	0	19
COc1ccc(/C=C2\Oc3ccccc3C2=O)cc1
    0	-3	-4	-5	-75	31	-4.2	-5	45
COC(=O)c1sccc1N/N=C/c1cccc(Oc2ccccc2)c1
    2	0	-4	-8	29	-10	4.5	1	2
COc1ccccc1-c1cc(C(F)(F)F)c(C#N)c(=O)[nH]1
    3	-2	-1	3	-6	7	-0.7	2	5
COc1ccc(CC2(CO)CCN(Cc3cccn3-c3ccccn3)CC2)cc1
    -7	1	2	17	-14	4	1.0	-2	-1
O=C(OCCCCOC(=O)c1ccccc1)c1ccccc1
    0	-4	2	-29	18	-24	0.1	-2	22

# Remaining list, next part:
# Value order: TIM10 inh	APJ agonist	GRIN3A LBD mod	tim10-1 inh	Mdm2 MdmX PPI	tim23-1 inh	CHOP UPR activ	UPR XBP1 act	NALP3 yeast inh
C#CCOCCOCCOCCNc1nc(N2CCN(C(=O)C(Cc3cc4ccccc4[nH]3)n3cc(C(N)Cc4ccc(O)cc4)nn3)CC2)nc(N2CCN(C(=O)C(CCC(=O)O)n3cc(C(N)C(C)CC)nn3)CC2)n1 (stereo unspecified)
    6	0	1	22	1	25	-0.6	-2	20
Cn1c(=O)c2c(ncn2CC(=O)OCCCC(=O)c2ccc(Br)cc2)n(C)c1=O
    0	4	18*	10	8	15	4.9	-2	0
Cc1cccc(C(=O)NCC(c2ccc(F)cc2)N2CCOCC2)c1 (stereo unspecified)
    11	-3	2	7	33	19	-0.3	-3	5
O=C(CCCn1c(=S)[nH]c2cc3c(cc2c1=O)OCO3)NCc1ccco1
    -6	0	0	3	12	2	2.2	1	8
COc1ccc(C)cc1Nc1cc(C)nc2ncnn12
    -7	-2	0	2	6	7	2.4	-2	2
O=C(N/N=C\c1ccccc1OCc1ccccc1)c1ccco1
    50*	-3	0	43*	9	34	2.8	2	29
COc1ccc(CNC(=O)N2CCc3ccccc3C2)cc1Cl
    -12	-1	0	19	-14	22	-0.7	2	3
COc1ccc(-c2nc(SCC(=O)NC3CCCC3)c(-c3ccc(OC)cc3)[nH]2)cc1
    11	-1	-11	18	26	22	-0.1	-1	28
CCOC(=O)N1CCN(C(=O)COC(=O)c2cc(Cl)c(O)c(Cl)c2)CC1
    -13	-6	2	0	11	10	0.4	-1	-3
CNC(=O)CCCCCNS(=O)(=O)c1ccc(C)cc1
    -21	0	2	13	7	-5	1.7	0	11
CC(=O)Nc1c(C(=O)c2ccc(F)cc2)oc2ccccc12
    -21	-1	-1	13	10	-10	-3.2	1	-6
CCOc1ccc(C(=O)NNC(=O)CCNC(=O)c2ccc(Br)cc2)cc1OC
    -3	1	-1	3	-2	-13	-2.0	-2	2
C=CCN(C1CCCCC1)S(=O)(=O)c1ccc2c(c1)oc(=O)n2C
    -10	-3	0	9	-2	27	-1.2	0	10
O=C1NC(c2ccccc2OC(F)F)Oc2ccccc21 (stereo unspecified)
    -3	-3	0	4	6	16	0.1	4	-6
CC(C)C(=O)NC(c1cccc([N+](=O)[O-])c1)c1c(O)ccc2ccccc12 (stereo unspecified)
    -5	-5	-10	-15	5	-9	-0.1	-3	-9
CCc1ccc(C(=O)COC(=O)c2ccco2)cc1
    5	-6	1	15	37	15	1.3	-4	5

# Three entries already listed, arranged by count of non-hydrogen atoms, low to high.
# Value order: TIM10 inh	APJ agonist	GRIN3A LBD mod	tim10-1 inh	Mdm2 MdmX PPI	tim23-1 inh	CHOP UPR activ	UPR XBP1 act	NALP3 yeast inh
CCc1ccc(C(=O)COC(=O)c2ccco2)cc1
    5	-6	1	15	37	15	1.3	-4	5
CC(=O)Nc1c(C(=O)c2ccc(F)cc2)oc2ccccc12
    -21	-1	-1	13	10	-10	-3.2	1	-6
CCOc1ccc(C(=O)NNC(=O)CCNC(=O)c2ccc(Br)cc2)cc1OC
    -3	1	-1	3	-2	-13	-2.0	-2	2

# Records above that bear a hit mark in Mdm2 MdmX PPI.
SMILES | GRIN3A LBD mod | Mdm2 MdmX PPI | UPR XBP1 act | NALP3 yeast inh
Cc1ccc(-c2nn3c(C)nnc3c3ccccc23)cc1S(=O)(=O)NC(C)(C)CO | -1 | 71* | 0 | -1
